PHOSPHO1 inh: PHOSPHO1 (human) inhibition; Q8TCT1; recombinant PHOSPHO1, absorbance phosphatase assay; inhibition, % at 13.3 µM; 290,000 tested, 1.1% active; in the data active = inhibition above about 60%
Target sequence (Q8TCT1 whole entry, looked up): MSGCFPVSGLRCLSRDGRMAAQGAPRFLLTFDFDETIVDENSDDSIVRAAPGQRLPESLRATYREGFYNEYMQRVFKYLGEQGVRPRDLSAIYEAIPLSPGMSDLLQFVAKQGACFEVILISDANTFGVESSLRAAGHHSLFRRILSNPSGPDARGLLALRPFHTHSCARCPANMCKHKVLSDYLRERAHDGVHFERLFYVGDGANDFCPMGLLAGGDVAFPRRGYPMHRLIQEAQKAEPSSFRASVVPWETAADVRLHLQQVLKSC
VIM-2 inh: blocks Pseudomonas aeruginosa VIM-2 metallo-beta-lactamase | purified VIM-2, nitrocefin hydrolysis, epi-absorbance fluorescence | inhibition, % at 5.6 µM | 290,000 tested, 0.89% active;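 active = inhibition above the mean of all tested compounds plus 3 SD, cutoff set per screening run, cut at about 7.5% in these data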;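 note: red hydrolysis product quenches plate fluorescence so inhibitors raise well fluorescence; 0% = enzyme with DMSO and 100% = DMSO without enzyme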
HCV NS3 hel inh: inhibitors of Hepatitis C virus NS3 helicase; NS3 helicase DNA unwinding, Cy5 molecular beacon fluorescence; inhibition, % at 10.9 µM; 290,000 tested, 0.56% active; AID 1800;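 active = inhibition above the mean of all tested compounds plus 3 SD, set per campaign, cut at about 35% in these data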;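 note: 0% = DMSO wells and 100% = thioflavine S control wells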
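assay system = NS3 helicase fragment of HCV | buffer or medium = MOPS pH 6.5, MgCl2, DTT, Tween20, BSA | timing = 60 min unwinding reaction at 25 °C after ATP addition | signal = Cy5 beacon fluorescence read at start and 1 h | read-out basis = % inhibition of unwinding | control set = low DMSO, high thioflavine S at 110 µM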
MEKK3 PB1 HTS: MEKK3-MEK5 PB1 interaction, increase or decrease. bead-based flow cytometry, Alexa488-MEK5 binding to MEKK3; actives lie on both sides; 0 = blocked by unlabeled MEK5, 100 = vehicle. binding response (% of control), % at 10 µM. 290,000 tested, 1.4% active. AID 1529;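 active = binding response more than 3 SD above or below the average of its plate-row segment, actives on both sides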;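 note: Alexa488 bead fluorescence after subtracting the streptavidin-only scavenger bead signal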
Target sequence (Q99759 whole entry, looked up): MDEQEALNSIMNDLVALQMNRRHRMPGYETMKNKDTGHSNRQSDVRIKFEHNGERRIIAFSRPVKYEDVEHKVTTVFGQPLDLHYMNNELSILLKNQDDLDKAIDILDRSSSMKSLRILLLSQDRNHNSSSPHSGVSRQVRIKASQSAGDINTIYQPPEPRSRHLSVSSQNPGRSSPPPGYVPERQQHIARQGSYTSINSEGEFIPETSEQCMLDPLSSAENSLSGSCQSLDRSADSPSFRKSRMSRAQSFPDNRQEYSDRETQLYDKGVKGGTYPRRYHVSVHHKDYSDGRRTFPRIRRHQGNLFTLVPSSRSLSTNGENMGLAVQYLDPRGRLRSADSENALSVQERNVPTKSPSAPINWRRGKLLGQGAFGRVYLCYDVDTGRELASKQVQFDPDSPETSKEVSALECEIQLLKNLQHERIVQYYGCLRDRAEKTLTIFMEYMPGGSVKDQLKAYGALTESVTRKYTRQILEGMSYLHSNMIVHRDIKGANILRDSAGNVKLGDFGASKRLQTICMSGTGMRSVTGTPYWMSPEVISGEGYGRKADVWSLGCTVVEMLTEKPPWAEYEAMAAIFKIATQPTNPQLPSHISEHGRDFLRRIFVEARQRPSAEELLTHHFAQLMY
IDE cell activ: IDE (human) activation, cell-based; 340,000 tested, 0.073% active; activation, % at 5.96 µM; AID 493087; HEK cells, FAbeta-B cleavage, fluorescence polarization; 0% vehicle, 100% cell-free pure enzyme wells;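 active = activation above the mean of all tested compounds plus 3 SD, set per screening campaign, cut at about 17% in these data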
pCIP destab: p/CIP protein destabilization; 290,000 tested, 0.01% active; AID 1984; decrease of EGFP signal, % at 10 µM; F442A p/CIP-EGFP cells, EGFP fluorescence, 16 h;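 active = EGFP signal decrease of at least 30% at 10 µM or well 3 SD below plate mean, unless failing retest; inactive = the rest, including hits failing retest or dose response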; note: some compounds called inactive have numbers as strong as hits; many of its hits are not listed in these tables
IMP-1 inhibitor: blocks Pseudomonas aeruginosa IMP-1 metallo-beta-lactamase; purified IMP-1, nitrocefin hydrolysis, epi-absorbance fluorescence; inhibition, % at 5.6 µM; 290,000 tested, 0.45% active;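 active = inhibition above the mean plus 3 SD of all compounds in the same screening run, cut at about 4.5% in these data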;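 note: 0% = IMP-1 with DMSO and 100% = DMSO wells lacking enzyme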
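System: Purified IMP-1 | Read-out basis: Percent enzyme inhibition | Controls: IMP-1 with DMSO as 0%, enzyme-free DMSO as 100% | Replicates: One well per compound | Doses: 5.6 µM nominal single concentration | Detection: Epi-absorbance fluorescence, 480 nm excitation, 530 nm emission | Incubation: 25 °C, 15 min preincubation, 25 min reaction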
DNA FID counter: displaces DNA intercalator in HCV helicase counter-screen; 290,000 tested, 0.17% active; inhibition, % at 7.9 µM; AID 1845; DNA fluorescent intercalator displacement, fluorescence; in the data active = inhibition above about 37%;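 note: 0% = vehicle and 100% = reference compound; higher means more ethidium bromide displaced from hairpin DNA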
UBC9 SUMO inh: SUMOylation inhibition; HTRF SUMOylation assay, SAE1/SAE2 + UBC9, in vitro; inhibition, % at 35 µM; P63279; 290,000 tested, 0.36% active; in the data active = inhibition above about 50%, passing the limit was not always enough; note: strong numbers were not always called active
Target sequence (P63279 whole entry, looked up): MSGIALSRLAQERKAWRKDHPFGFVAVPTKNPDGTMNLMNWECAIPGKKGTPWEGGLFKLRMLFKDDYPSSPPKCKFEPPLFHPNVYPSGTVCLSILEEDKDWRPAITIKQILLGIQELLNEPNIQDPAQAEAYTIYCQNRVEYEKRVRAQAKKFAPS
An asterisk follows results filed as active. These rows are one share of the data; rates above refer to the full screens.

Results for Cc1ccc(S(=O)(=O)Oc2ccccc2/C=N/O)cc1 ?
PHOSPHO1 inh: 23; VIM-2 inh: -0.7; HCV NS3 hel inh: -5; MEKK3 PB1 HTS: 97; IDE cell activ: 4; pCIP destab: 2; IMP-1 inhibitor: -0.8; DNA FID counter: -6; UBC9 SUMO inh: 15

Results for O=C1C2C3C=CC(C3)C2C(=O)N1Cc1cccnc1 (stereo not given) ?
PHOSPHO1 inh: 1; VIM-2 inh: 0.5; HCV NS3 hel inh: -3; MEKK3 PB1 HTS: 103; IDE cell activ: 4; pCIP destab: 5; IMP-1 inhibitor: -2.5; DNA FID counter: -2; UBC9 SUMO inh: 13

How did O=C(O)c1cc(NN=Nc2cccc([N+](=O)[O-])c2)cc([N+](=O)[O-])c1 do in these assays?
PHOSPHO1 inh: 16; VIM-2 inh: -3.1; HCV NS3 hel inh: -11; MEKK3 PB1 HTS: 98; IDE cell activ: 3; pCIP destab: -9; IMP-1 inhibitor: -1.6; DNA FID counter: -4; UBC9 SUMO inh: 15

Results for COCCN1CCN(C(=O)C2CCC(=O)N(CCc3ccccc3)C2)CC1 (stereo not given) ?
PHOSPHO1 inh: 6; VIM-2 inh: 0.0; HCV NS3 hel inh: 3; MEKK3 PB1 HTS: 100; IDE cell activ: -3; pCIP destab: 6; IMP-1 inhibitor: -0.9; DNA FID counter: -8; UBC9 SUMO inh: 0

How did Cc1nn2c3c(cnc2c1-c1ccccc1)C(=O)CC(c1ccccc1)C3 (stereo not given) do in these assays?
PHOSPHO1 inh: -4; VIM-2 inh: -1.9; HCV NS3 hel inh: 21; MEKK3 PB1 HTS: 97; IDE cell activ: 8; pCIP destab: -7; IMP-1 inhibitor: -1.6; DNA FID counter: 0; UBC9 SUMO inh: -21

What do the screens show for `CC1=C/C(=N\OS(=O)(=O)c2ccccc2)C=CC1=O`?
PHOSPHO1 inh: -13; VIM-2 inh: -2.5; HCV NS3 hel inh: 4; MEKK3 PB1 HTS: 94; IDE cell activ: -11; pCIP destab: -6; IMP-1 inhibitor: -3.5; DNA FID counter: 4; UBC9 SUMO inh: 42

What do the screens show for `COC(=O)CCC(=O)Nc1ccc(OC)cc1`?
PHOSPHO1 inh: -14; VIM-2 inh: -5.7; HCV NS3 hel inh: 2; MEKK3 PB1 HTS: 105; IDE cell activ: 0; pCIP destab: -10; IMP-1 inhibitor: -3.1; DNA FID counter: 0; UBC9 SUMO inh: -13

How did COc1cc2c(cc1Cl)/C(=C\CCN(C)C)c1ccccc1S2 do in these assays?
PHOSPHO1 inh: -2; VIM-2 inh: 0.8; HCV NS3 hel inh: -70; MEKK3 PB1 HTS: 102; IDE cell activ: -1; pCIP destab: -3; IMP-1 inhibitor: -4.2; DNA FID counter: 17; UBC9 SUMO inh: -12

How did O=C(NC1CC1)c1ccc(-c2nc3ccccc3s2)s1 do in these assays?
PHOSPHO1 inh: 6; VIM-2 inh: 0.0; HCV NS3 hel inh: -7; MEKK3 PB1 HTS: 98; IDE cell activ: -4; pCIP destab: 6; IMP-1 inhibitor: -3.4; DNA FID counter: -16; UBC9 SUMO inh: 16

What do the screens show for `O=C(CCC(=O)n1ncc2ccccc21)N1CCCCC1`?
PHOSPHO1 inh: 28; VIM-2 inh: -1.5; HCV NS3 hel inh: 2; MEKK3 PB1 HTS: 103; IDE cell activ: -1; pCIP destab: 13; IMP-1 inhibitor: -2.2; DNA FID counter: -14; UBC9 SUMO inh: -1

Results for [2H]c1c([2H])c([2H])c(C(=O)c2sc(N3CCCCCC3)nc2-c2ccccc2)c([2H])c1[2H] ?
PHOSPHO1 inh: 15; VIM-2 inh: -3.5; HCV NS3 hel inh: 3; IDE cell activ: 1; pCIP destab: -4; IMP-1 inhibitor: -2.6; DNA FID counter: -8; UBC9 SUMO inh: -8

Results for Cc1ccccc1NS(=O)(=O)c1cc2c3c(c1)CC(=O)N3CCC2 ?
PHOSPHO1 inh: -27; VIM-2 inh: -4.2; HCV NS3 hel inh: 0; MEKK3 PB1 HTS: 102; IDE cell activ: 2; pCIP destab: 2; IMP-1 inhibitor: -1.9; DNA FID counter: -17

What do the screens show for `COC(=O)c1ccc2nc(-c3ccc(S(C)(=O)=O)cc3)cn2c1`?
PHOSPHO1 inh: 37; VIM-2 inh: -0.4; HCV NS3 hel inh: 6; MEKK3 PB1 HTS: 101; IDE cell activ: 10; pCIP destab: -8; IMP-1 inhibitor: -0.4; DNA FID counter: -2; UBC9 SUMO inh: 24

What do the screens show for `CSc1ccc(-c2c(C#N)c(N)nc3c2c(C)nn3-c2ccccc2)cc1`?
PHOSPHO1 inh: -25; VIM-2 inh: -1.5; HCV NS3 hel inh: 5; MEKK3 PB1 HTS: 96; IDE cell activ: 2; pCIP destab: -4; IMP-1 inhibitor: -2.1; DNA FID counter: -3; UBC9 SUMO inh: 10

How did COC(=O)c1ccc(CNC(=O)/C=C/c2cc([N+](=O)[O-])ccc2OC(F)F)cc1 do in these assays?
PHOSPHO1 inh: 19; VIM-2 inh: -3.1; HCV NS3 hel inh: 1; MEKK3 PB1 HTS: 97; IDE cell activ: -4; pCIP destab: 6; IMP-1 inhibitor: -4.4; DNA FID counter: -1; UBC9 SUMO inh: 0

What do the screens show for `C=CCC1(CC=C)CCCN1C(=O)c1cc(COc2ccc(C)nc2)on1`?
PHOSPHO1 inh: 24; VIM-2 inh: -1.8; HCV NS3 hel inh: 2; MEKK3 PB1 HTS: 96; IDE cell activ: 3; pCIP destab: -15; IMP-1 inhibitor: -1.7; DNA FID counter: -54; UBC9 SUMO inh: 11

What do the screens show for `COC(=O)C1=C(N)Oc2c(oc(CO)cc2=O)C1c1ccc(F)cc1` (stereo not given)?
PHOSPHO1 inh: -5; VIM-2 inh: -2.0; HCV NS3 hel inh: 3; MEKK3 PB1 HTS: 95; pCIP destab: -8; IMP-1 inhibitor: -3.1; DNA FID counter: -1; UBC9 SUMO inh: 13

Results for CCOC(=O)C(C(=O)Nc1ccccc1)C1CCCCC1 (stereo not given) ?
PHOSPHO1 inh: 6; VIM-2 inh: -1.5; HCV NS3 hel inh: -3; MEKK3 PB1 HTS: 102; IDE cell activ: 7; pCIP destab: 6; IMP-1 inhibitor: -1.7; DNA FID counter: -6; UBC9 SUMO inh: -48

What do the screens show for `CC(=O)c1cccc(-n2c(CCC(=O)O)ccc2-c2cccs2)c1`?
PHOSPHO1 inh: 4; VIM-2 inh: -2.3; HCV NS3 hel inh: 18; MEKK3 PB1 HTS: 101; IDE cell activ: 0; pCIP destab: 2; IMP-1 inhibitor: 1.8; DNA FID counter: -32; UBC9 SUMO inh: 14

Results for CCCNC(=O)CSc1nnc(C)s1 ?
PHOSPHO1 inh: 22; VIM-2 inh: -1.2; HCV NS3 hel inh: 5; MEKK3 PB1 HTS: 98; IDE cell activ: -3; pCIP destab: -11; IMP-1 inhibitor: -2.7; DNA FID counter: 0; UBC9 SUMO inh: 26

How did CC(=O)Oc1ccccc1C1OCCN1C(C)=O (stereo not given) do in these assays?
PHOSPHO1 inh: 18; VIM-2 inh: -2.9; HCV NS3 hel inh: -2; MEKK3 PB1 HTS: 102; IDE cell activ: 2; pCIP destab: -6; IMP-1 inhibitor: -5.3; DNA FID counter: 4; UBC9 SUMO inh: 18

Results for COc1ccc(C2(c3ccc(OC)cc3)NC(=O)NC2=O)cc1 ?
PHOSPHO1 inh: 13; VIM-2 inh: -3.6; HCV NS3 hel inh: -2; MEKK3 PB1 HTS: 97; IDE cell activ: 2; pCIP destab: -2; IMP-1 inhibitor: -2.6; DNA FID counter: -5; UBC9 SUMO inh: 4

What do the screens show for `COc1ccc(/C=N/Nc2ncc(C(F)(F)F)cc2Cl)c(OC)c1OC`?
PHOSPHO1 inh: -4; VIM-2 inh: -5.5; HCV NS3 hel inh: 1; MEKK3 PB1 HTS: 103; IDE cell activ: -8; pCIP destab: -16; IMP-1 inhibitor: -3.4; DNA FID counter: -19; UBC9 SUMO inh: 21

What do the screens show for `Cc1ccc(SCc2nc(N)nc(Nc3ccccc3C)n2)c(C)c1`?
PHOSPHO1 inh: 0; VIM-2 inh: -2.3; HCV NS3 hel inh: 1; MEKK3 PB1 HTS: 101; IDE cell activ: -4; pCIP destab: -6; IMP-1 inhibitor: -4.3; DNA FID counter: -19; UBC9 SUMO inh: -24

How did COc1ccccc1NC(=O)NC1(C(=O)N2CCC(O)CC2)CCCCC1 do in these assays?
PHOSPHO1 inh: -10; VIM-2 inh: 0.4; HCV NS3 hel inh: -1; MEKK3 PB1 HTS: 99; IDE cell activ: 1; pCIP destab: -5; IMP-1 inhibitor: -2.7; DNA FID counter: -2; UBC9 SUMO inh: 2

Results for Cc1ccc(-c2nnn(CC(=O)N(CCN3CCOCC3)C(C(=O)NC(C)(C)C)c3ccc(C)o3)n2)cc1 (stereo not given) ?
PHOSPHO1 inh: 27; VIM-2 inh: -1.9; HCV NS3 hel inh: -2; MEKK3 PB1 HTS: 95; IDE cell activ: -4; pCIP destab: -8; IMP-1 inhibitor: -1.8; DNA FID counter: -23; UBC9 SUMO inh: 9

How did CC(C)CCNC(=O)C(Cc1ccccc1)NS(=O)(=O)c1ccc2c(c1)c(=O)n(C)c(=O)n2C (stereo not given) do in these assays?
PHOSPHO1 inh: -11; VIM-2 inh: -4.5; HCV NS3 hel inh: 1; MEKK3 PB1 HTS: 105; IDE cell activ: 1; pCIP destab: -4; IMP-1 inhibitor: -3.3; DNA FID counter: -20; UBC9 SUMO inh: 24

What do the screens show for `Cc1ccccc1NC(=O)c1cccc2nccnc12`?
PHOSPHO1 inh: -1; VIM-2 inh: 0.3; HCV NS3 hel inh: -4; MEKK3 PB1 HTS: 95; IDE cell activ: 5; pCIP destab: 2; IMP-1 inhibitor: -3.6; DNA FID counter: 0; UBC9 SUMO inh: 8

How did Cc1ccc(S(=O)(=O)N(C)C)cc1NC(=O)COC(=O)CCCOc1ccccc1 do in these assays?
PHOSPHO1 inh: 34; VIM-2 inh: -2.0; HCV NS3 hel inh: -2; MEKK3 PB1 HTS: 102; IDE cell activ: -3; pCIP destab: 4; IMP-1 inhibitor: -5.1; DNA FID counter: -28; UBC9 SUMO inh: 8

What do the screens show for `COc1cc(/C=C(/Sc2nnc(-c3ccc(F)cc3)o2)C(=O)O)ccc1OC(F)F`?
PHOSPHO1 inh: -2; VIM-2 inh: -3.2; HCV NS3 hel inh: 3; MEKK3 PB1 HTS: 99; IDE cell activ: 0; pCIP destab: 2; IMP-1 inhibitor: -3.7; DNA FID counter: 2; UBC9 SUMO inh: 13

Results for CCCN1C(=O)c2ccccc2NC1c1ccc(Cl)cc1 (stereo not given) ?
PHOSPHO1 inh: 5; VIM-2 inh: -6.4; HCV NS3 hel inh: -3; MEKK3 PB1 HTS: 104; IDE cell activ: 4; pCIP destab: -23; IMP-1 inhibitor: -1.2; DNA FID counter: -8; UBC9 SUMO inh: 12

High-throughput results: PubChem, several laboratories
